Rpn11 inh – inhibitors of human proteasome Rpn11. AID 588493. 0.59% of 360,000 active. calls only at 20 µM. human 26S proteasome, Ub4-pepOG fluorescence polarization; 20S core pre-blocked with epoxomicin;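 active means inhibition at 20 µM, scaled to each plate's controls, above about 33%, limit read from the data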
LMPTP inh – LMPTP (human) inhibition; P24666; recombinant LMPTP-A, OMFP fluorogenic substrate, fluorescence intensity; inhibition, % at 20 µM; 0.22% of 360,000 active; AID 651560;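 active means compounds that cut the enzyme signal by at least half of the control window in the single-dose screen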;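 further: plate controls were DMSO wells with enzyme plus substrate for no effect and substrate without enzyme for full effect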
Target sequence (P24666 whole entry, looked up): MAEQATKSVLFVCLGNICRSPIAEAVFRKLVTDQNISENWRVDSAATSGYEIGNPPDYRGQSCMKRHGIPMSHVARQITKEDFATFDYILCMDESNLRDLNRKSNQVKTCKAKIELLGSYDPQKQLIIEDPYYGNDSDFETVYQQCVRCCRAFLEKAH
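Material: LMPTP-A; amount: 0.625 nM enzyme; doses: single 20 µM dose; times: reaction 50 min, room temperature, dark; technique: fluorescence intensity of OMFP turnover product; benchmarks: no-enzyme and uninhibited controls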
Neddyl block – blocks human cullin neddylation. TR-FRET cullin neddylation, biochemical. calls only at 25 µM. 0.58% of 360,000 active; in the data active means inhibition above about 36%
Scp-1 inhibitor – Scp-1 (human) phosphatase inhibition; inhibition, % at 20 µM; Recombinant Scp1, phosphopeptide, malachite green phosphate absorbance; Q9GZU7; 0.88% of 340,000 active;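 active means inhibition above about 50% at 20 µM, limit read from the data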;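 further: plate controls were DMSO wells with enzyme for no effect and wells lacking enzyme for full effect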
Target sequence (Q9GZU7 76-261 limits assumed): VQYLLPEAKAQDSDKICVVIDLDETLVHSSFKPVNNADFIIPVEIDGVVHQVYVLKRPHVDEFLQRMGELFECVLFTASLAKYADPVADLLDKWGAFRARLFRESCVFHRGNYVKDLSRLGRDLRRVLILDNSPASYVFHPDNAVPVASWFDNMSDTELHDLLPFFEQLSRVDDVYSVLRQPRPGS
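assay system = SCP-1 phosphatase catalytic domain, residues 76-261 | buffer or medium = 50 mM Tris acetate pH 5.5, 0.005% Tween-20, 10 mM MgCl2 | incubation = enzyme reaction 45 min at room temperature, colour 5 min, stabilisation 30 min | signal = Phosphate-binding colour reagent, absorbance read at 630 nm | measure = % inhibition at 20 µM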
SUMO1-SIM PPI – SUMO1-SIM interaction modulation. P63165. SUMO1 binding to a labelled peptide, TR-FRET, 1 h. inhibition, % at 20 µM. 0.33% of 360,000 active; in the data active means inhibition above about 37%
Target sequence (P63165 whole entry, looked up): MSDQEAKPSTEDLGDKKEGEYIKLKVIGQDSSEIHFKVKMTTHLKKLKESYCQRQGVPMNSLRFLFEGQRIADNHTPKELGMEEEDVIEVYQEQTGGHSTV
CSN inh – inhibitors of human CSN-mediated cullin deneddylation; Q92905; Purified CSN, SCF-Nedd8-OG deneddylation, fluorescence polarization; inhibition, % at 12.5 µM; 0.38% of 360,000 active; AID 651999;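 active means pattern-corrected inhibition above about 35%, with an unprinted fluorescence ratio check between 0.5 and 1.5, limit read from the data, passing the limit was not always enough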;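 further: 0% = enzyme with substrate and 100% = substrate without enzyme; some results filed as inactive read as strong as hits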
Target sequence (Q92905 whole entry, looked up, one chain of several): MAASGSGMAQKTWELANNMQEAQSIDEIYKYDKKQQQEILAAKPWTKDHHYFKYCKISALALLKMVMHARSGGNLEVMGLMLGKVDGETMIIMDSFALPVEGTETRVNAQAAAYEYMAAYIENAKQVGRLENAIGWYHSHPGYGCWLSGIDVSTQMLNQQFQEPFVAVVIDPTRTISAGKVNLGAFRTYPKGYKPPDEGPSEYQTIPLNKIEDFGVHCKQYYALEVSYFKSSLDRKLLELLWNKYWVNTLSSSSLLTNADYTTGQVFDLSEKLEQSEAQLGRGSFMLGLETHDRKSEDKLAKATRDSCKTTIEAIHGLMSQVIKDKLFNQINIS
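test system = HEK293T-derived human Csn5 enzyme | amount = 0.24 nM Csn5 enzyme, final concentration | medium = Tris/NaCl/DTT buffer, pH 7.5 | schedule = 90 min reaction at room temperature | signal = FP | evaluation = inhibition of Csn5 cleavage, % | compound dosing = single dose of 12.5 µM compound with 0.25% DMSO | probe or stimulus = 10 nM SCFSkp2-Nedd8OG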
Rin1 Abl inh – human Rin1-Abl interaction inhibition; AID 588664; 0.4% of 360,000 active; P00519+Q13671; inhibition, % at 7.35 µM; TR-FRET Rin1/Abl binding, biochemical; in the data active means inhibition above about 5%, passing the limit was not always enough
DNMT1 inh – DNMT1 (human) enzyme inhibition; P26358; DNMT1 molecular beacon, Hinp1I cleavage, fluorescence; inhibition (reported as % activation of signal), % at 10 µM; 0.83% of 360,000 active; AID 588458; in the data active means inhibition above about 50%
NadD block – blocks S. aureus nicotinate mononucleotide adenylyltransferase; purified NadD enzyme, colorimetric absorbance read-out; inhibition, % at 20 µM; 0.78% of 360,000 active; AID 602399; in the data active means inhibition above about 26%; further: some compounds past the cut are filed as inactive
STEP block – blocks human striatal-enriched tyrosine phosphatase; P54829; recombinant STEP, OMFP fluorogenic substrate, fluorescence; inhibition, % at 20 µM; 0.25% of 360,000 active;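 active means inhibition at 20 µM, scaled per plate between control wells, above about 37%, limit read from the data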;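 further: 0% = DMSO with enzyme and substrate and 100% = substrate only without enzyme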
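System: isolated STEP enzyme; schedule: 20 min enzyme reaction at room temperature, protected from light; medium: Bis-Tris buffer pH 6.0, 2.5 mM DTT, 0.005% Tween 20; signal: fluorescence, 480/540 nm; dosing: single compound dose of 20 µM, 1% DMSO final; also added: OMFP substrate, 25 µM final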
Active calls of the source: *; i = inactive; x = not tested or not shown. The order is random; overall some 3.8% were active at least once.

SMILES | Rpn11 inh | LMPTP inh | Neddyl block | Scp-1 inhibitor | SUMO1-SIM PPI | CSN inh | Rin1 Abl inh | DNMT1 inh | NadD block | STEP block
O=C(NCc1ccc(C(F)(F)F)cc1)c1ccc(-c2ccc(F)c(F)c2)c2ccoc12 | i | 5.4 | i | x | -2 | 5 | 2 | 1 | -4 | 3
CC(C)=CC(=O)O[C@@H]1Cc2c(ccc3ccc(=O)oc23)OC1(C)C | i | 0.5 | x | -3 | -2 | 4 | 0 | 6 | -2 | 2
CC1CN(C(=O)CCC(=O)NCc2ccccc2)c2ccccc2S1 (configuration not stated) | i | -1.8 | i | -9 | 7 | 2 | 0 | 5 | -7 | -3
CC(C(=O)NCc1cccnc1)N1C(=O)c2ccccc2C1=O (configuration not stated) | i | -0.9 | i | -7 | -3 | 0 | 3 | 3 | 3 | -2
COC(=O)C1=C(C)NC2=C(C(=O)CC(C)(C)C2)C1c1cccc(C)n1 (configuration not stated) | i | -0.1 | x | -8 | -6 | -3 | 0 | -5 | -3 | 2
CC(C)CN(C(=O)c1ccc(S(=O)(=O)N2CCCCC2)cc1)C1CCS(=O)(=O)C1 (configuration not stated) | i | -0.4 | i | -3 | 0 | -4 | -1 | 2 | 1 | 1
CCn1cc(CNC(=O)c2cc(Cl)ccc2OC)c(C)n1 | i | -1.4 | i | -12 | -3 | -3 | 5 | -1 | -2 | -2
Cc1ccc(CCNc2ccc3ccccc3c2)cn1 | i | -0.6 | i | -18 | -14 | -5 | -1 | -9 | 1 | -2
CC(NC(=O)CC1Sc2ccccc2NC1=O)c1ccccc1 (configuration not stated) | i | 0.3 | i | -1 | -3 | -4 | 1 | -2 | -7 | -1
CC(Sc1ncc(C(F)(F)F)cc1Cl)C(=O)NCC1CCCO1 (configuration not stated) | i | -0.7 | i | -3 | 0 | 1 | 3 | 1 | -6 | -1
Cc1cc(C(=O)COc2ccc3ccc(=O)oc3c2)c(C)n1C | i | 2.0 | i | -3 | -9 | 0 | 3 | -1 | -4 | -3
O=C(Nc1ccc2c(c1)CN(Cc1ccco1)CC2)C1CCCO1 (configuration not stated) | i | 0.9 | i | -10 | -2 | -4 | 1 | -3 | 1 | 0
CN1C(=O)CSC1=Nc1cccc(Cl)c1 | i | 0.0 | i | -4 | -5 | 3 | -2 | 0 | 1 | -3
COCCNCCOc1ccccc1-c1ccccc1 | i | -0.7 | i | 9 | -3 | 1 | -2 | 2 | -5 | 0
Nc1ncnc(NC2CCS(=O)(=O)C2)c1[N+](=O)[O-] (configuration not stated) | i | -1.6 | i | -10 | -27 | -1 | 0 | 0 | -6 | -2
COC(=O)c1nnn(-c2ccc(F)c(Cl)c2)c1C(=O)OC | i | -0.5 | i | -3 | 2 | -2 | 4 | -1 | -3 | 0
COC(=O)c1cc(Br)ccc1N(Cc1cc(OC)cc(OC)c1)S(C)(=O)=O | i | 0.7 | i | -8 | -11 | -4 | -1 | -4 | -5 | -2
Cc1cc(C)n(-c2ncccc2[N+](=O)[O-])n1 | i | -1.1 | i | -5 | -12 | 2 | -1 | -4 | -1 | 2
O=C1OCC/C1=C\OCCCO/C=C1\CCOC1=O | i | 0.2 | i | -8 | 0 | 1 | -1 | 1 | -3 | 1
CCN1C(=NCCc2ccc([N+](=O)[O-])cc2)N[C@@H](c2ccccc2)[C@H](C(=O)OC)[C@H]1C | i | -0.9 | i | 5 | -24 | -4 | 3 | 2 | 1 | -1
COC(=O)CN(c1ccccc1)S(=O)(=O)c1ccccc1 | i | -0.5 | i | -7 | 0 | 2 | 4 | -2 | 4 | 0
COc1ccc(NC(=S)Nc2ccccn2)cc1 | i | -2.4 | i | -10 | 1 | 3 | 0 | 6 | 2 | 0
O=C(c1ccco1)N1CCN(c2ncnc3c2cnn3-c2ccccc2)CC1 | i | -1.5 | i | 3 | 8 | 2 | 0 | -5 | 5 | 4
Cc1nc2ccc(S(=O)(=O)NCC(=O)NCc3ccc(Cl)cc3)cc2s1 | i | 1.6 | i | -1 | 1 | 1 | -3 | 4 | -4 | -3
Cc1ccccc1OCC(=O)NCCNC(=O)c1ccccn1 | i | 1.0 | i | -1 | 0 | 7 | 15* | 2 | -3 | 0
Cc1onc(-c2ccccc2Cl)c1C(=O)N1C=CC(C(F)(F)F)=NCC1 | i | -1.0 | i | -4 | 0 | -4 | 2 | 3 | -4 | -4
O=C(CNc1ccc2ccccc2c1)N/N=C/c1ccc(OC(=O)/C=C/c2ccco2)cc1 | i | 2.4 | i | 5 | -10 | 4 | 1 | -14 | 25 | -1
NC(=O)/C(=N\O)c1ccccc1 | i | -1.2 | i | 0 | -2 | 3 | 0 | 2 | 3 | 3
CC(C)(Cc1nc2ccccc2[nH]1)C(=O)O | i | -1.1 | i | -2 | 0 | -1 | -2 | 0 | -5 | -7
COc1ccc(C(C)=O)cc1Cn1c(C)c(C(=O)NCc2cccc(C)c2)sc1=O | i | 0.4 | i | x | 15 | -1 | -1 | 0 | 3 | 1
CCN(C(=O)COc1ncnc2scc(-c3ccc(F)cc3)c12)C1CCS(=O)(=O)C1 (configuration not stated) | i | -1.5 | i | -2 | 3 | 6 | -1 | -3 | -5 | 1
CC(Cc1cccs1)NC(=O)NC1CCCCC1 (configuration not stated) | i | -1.0 | i | -4 | 1 | -2 | -2 | 1 | 4 | -2
O=C(Nc1ccccc1C(=O)N1CCCCC1)c1ccccc1C(F)(F)F | i | -0.8 | i | -8 | 6 | 1 | 0 | 2 | 4 | -3
O=C(NCC(=O)N1CCN(c2ccccc2F)CC1)c1cccs1 | i | 1.0 | i | -9 | 6 | 0 | 2 | -1 | 0 | 0
O=C(CC[C@H]1O[C@@H](n2ccc(=O)[nH]c2=O)[C@H](O)[C@@H]1O)NCC(c1ccccc1)c1ccccc1 | i | -0.3 | i | x | 4 | 0 | 2 | 5 | -3 | 2
CN(C(=O)c1cccc(NC(=O)Cc2cccc(NC(=O)C3CCCN(C(=O)c4ccccc4)C3)c2)c1)C1CC1 (configuration not stated) | i | -1.3 | i | -4 | 4 | 5 | 4 | 5 | 1 | 2
Nc1ccn([C@@H]2O[C@H](CNS(=O)(=O)c3cc4ccccc4s3)[C@@H](O)[C@H]2O)c(=O)n1 | i | -1.6 | i | x | 2 | -3 | -4 | 7 | -1 | 0
CC(/C=C/c1ccccc1)=N/NC(=O)C(O)c1ccccc1 (configuration not stated) | i | -1.2 | i | -1 | -13 | 5 | 0 | 0 | 1 | 0
CCN(C(=O)Cn1cc(C(=O)C(=O)N2CCOCC2)c2ccccc21)c1ccccc1 | i | 0.8 | i | -4 | -1 | 1 | 2 | -1 | 3 | 0
CCc1ncc(C(=O)c2ccc(OC)cc2)n1C | i | -1.0 | i | 2 | 1 | -3 | 1 | 2 | 2 | -1
CC(=O)c1cccc(OCC(O)CN2CCN(S(=O)(=O)c3c(F)cccc3F)CC2)c1 (configuration not stated) | i | -0.7 | i | -10 | -3 | -2 | 0 | -1 | -2 | -1
CC(=O)c1ccc(N2CCN(CC(=O)NC(=O)NCc3ccccc3)CC2)cc1 | i | 1.1 | i | -5 | -6 | -3 | 1 | 0 | -2 | -1
CCOC(=O)N1CCN(C(=O)COc2ccccc2Cl)CC1 | i | -1.4 | i | -8 | -1 | 1 | 4 | -1 | 7 | 1
C=CCn1c(SCc2csc(C)n2)nc2sc3c(c2c1=O)CCCC3 | i | 4.4 | i | 6 | 2 | -2 | -1 | -1 | 0 | 0
CCOc1cccc(C2C(C#N)=C(N)Oc3cc(C)oc(=O)c32)c1OCC (configuration not stated) | i | 0.1 | i | -7 | -1 | 4 | -5 | 3 | 0 | 0
O=c1cc(CN2CCN(c3ccccc3)CC2)c2ccccc2o1 | i | -0.3 | i | x | 1 | -4 | 3 | -3 | -5 | 0
CNC(=S)N/N=C(\C)c1ccc(Cl)s1 | i | 0.0 | i | -3 | -11 | 0 | 2 | 0 | -3 | 0
Cc1ccccc1CC1(CO)CCCN(C(=O)CCN2CCCO2)C1 (configuration not stated) | i | -1.8 | i | -6 | -1 | -3 | 1 | -3 | 5 | -4
Cc1ccccc1CC(=O)NC1CCCCCC1 | i | -0.2 | i | 8 | -6 | 3 | -2 | -1 | 3 | 0
Cc1nnc(SCC(=O)N2CCN(c3ccccc3)CC2)n(N)c1=O | i | 0.9 | i | -7 | 1 | -4 | 2 | -1 | -1 | 3

10 compounds out of the list, arranged by length of the SMILES, largest number first:
SMILES | Rpn11 inh | LMPTP inh | Neddyl block | Scp-1 inhibitor | SUMO1-SIM PPI | CSN inh | Rin1 Abl inh | DNMT1 inh | NadD block | STEP block
CCN1C(=NCCc2ccc([N+](=O)[O-])cc2)N[C@@H](c2ccccc2)[C@H](C(=O)OC)[C@H]1C | i | -0.9 | i | 5 | -24 | -4 | 3 | 2 | 1 | -1
O=C(CNc1ccc2ccccc2c1)N/N=C/c1ccc(OC(=O)/C=C/c2ccco2)cc1 | i | 2.4 | i | 5 | -10 | 4 | 1 | -14 | 25 | -1
CCN(C(=O)COc1ncnc2scc(-c3ccc(F)cc3)c12)C1CCS(=O)(=O)C1 (configuration not stated) | i | -1.5 | i | -2 | 3 | 6 | -1 | -3 | -5 | 1
CC(C)=CC(=O)O[C@@H]1Cc2c(ccc3ccc(=O)oc23)OC1(C)C | i | 0.5 | x | -3 | -2 | 4 | 0 | 6 | -2 | 2
O=C(Nc1ccccc1C(=O)N1CCCCC1)c1ccccc1C(F)(F)F | i | -0.8 | i | -8 | 6 | 1 | 0 | 2 | 4 | -3
CC(/C=C/c1ccccc1)=N/NC(=O)C(O)c1ccccc1 (configuration not stated) | i | -1.2 | i | -1 | -13 | 5 | 0 | 0 | 1 | 0
COC(=O)CN(c1ccccc1)S(=O)(=O)c1ccccc1 | i | -0.5 | i | -7 | 0 | 2 | 4 | -2 | 4 | 0
CCn1cc(CNC(=O)c2cc(Cl)ccc2OC)c(C)n1 | i | -1.4 | i | -12 | -3 | -3 | 5 | -1 | -2 | -2
Cc1ccc(CCNc2ccc3ccccc3c2)cn1 | i | -0.6 | i | -18 | -14 | -5 | -1 | -9 | 1 | -2
NC(=O)/C(=N\O)c1ccccc1 | i | -1.2 | i | 0 | -2 | 3 | 0 | 2 | 3 | 3

Screening results as filed in PubChem.
